Screening results from PubChem.
HSP90 inh: blocks HSP90-mediated luciferase refolding in reticulocyte lysate. Rabbit reticulocyte lysate, luciferase refolding luminescence, 3 h. inhibition, % at 5.6 µM. hit rate 0.91% among 290,000. AID 1789;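 active means inhibition above the screen-wide mean plus 3 SD, computed separately per campaign, cut at about 16% in these data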;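 further: 0% = DMSO wells and 100% = 60 µM geldanamycin wells; inhibitors lower the luminescence because luciferase stays unfolded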
Dyrk1A ADPGlo: blocks rat Dyrk1A kinase activity; ADP-Glo luminescence, NFATc1 peptide; inhibition, % at 12.5 µM; hit rate 0.43% among 310,000; AID 504441; in the data active means inhibition above about 50%;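 further: plate controls were vehicle with enzyme for no effect and no enzyme for full effect; many of its hits are not listed in these tables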
GSK3A inh: inhibitors of human GSK-3 alpha kinase | P49840 | ADP-Glo luminescence, 60 min | inhibition, % at 10 µM | hit rate 0.1% among 320,000 | AID 2650;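 in the data active means inhibition above about 50%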;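 further: GST-tagged GSK-3 alpha with peptide substrate and 25 µM ATP; 0% = DMSO neutral wells and 100% = GW8510 positive control wells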
Target sequence (P49840 whole entry, looked up): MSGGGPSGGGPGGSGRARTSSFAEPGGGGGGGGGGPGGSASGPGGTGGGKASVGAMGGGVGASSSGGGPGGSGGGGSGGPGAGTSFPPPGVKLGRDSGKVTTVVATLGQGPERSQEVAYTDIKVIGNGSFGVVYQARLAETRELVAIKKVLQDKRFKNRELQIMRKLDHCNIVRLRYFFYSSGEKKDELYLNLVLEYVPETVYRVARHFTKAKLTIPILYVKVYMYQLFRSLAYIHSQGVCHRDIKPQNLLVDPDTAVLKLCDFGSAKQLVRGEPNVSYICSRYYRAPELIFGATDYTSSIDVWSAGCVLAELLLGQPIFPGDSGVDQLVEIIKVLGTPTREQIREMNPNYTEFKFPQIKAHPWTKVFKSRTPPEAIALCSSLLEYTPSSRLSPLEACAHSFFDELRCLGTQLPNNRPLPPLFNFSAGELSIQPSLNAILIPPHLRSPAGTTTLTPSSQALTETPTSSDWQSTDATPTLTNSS
AI-2 QS modul: Vibrio harveyi AI-2 quorum sensing modulation; Vibrio harveyi JMH597 AI-2 luminescence/OD600 ratio, 9 h; stronger effect = lower value; strain lacks LuxN and CqsS sensors; 0 = neutral-control median; activity change, % at 7.5 µM; hit rate 0.4% among 300,000; AID 2094; in the data active means activity change below about -75%, passing the limit was not always enough;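 further: luminescence divided by OD600 gain over 9 h not by final OD600 alone; inactives centre near 13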
Platelet DG rel: platelet dense granule release activity | AID 1663 | human platelet-rich plasma, SFLLRN dense granule ATP release, luminescence | hit rate 0.22% among 300,000 | inhibition, %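 (compounds screened at 7.5 µM in platelet-rich plasma)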;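 active means mean replicate score, as percent of positive control, at or above 50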
HDAC3 inhib: human HDAC3 inhibition. O15379. recombinant HDAC3, fluorogenic peptide/trypsin coupled, fluorescence. inhibition, % at 8.3 µM. hit rate 0.15% among 320,000. AID 2718; in the data active means inhibition above about 26%, passing the limit was not always enough
PolyA inhibitor: blocks polyadenylation in yeast reporter cells; S. cerevisiae SKY197-pL101 polyadenylation reporter, beta-gal luminescence; efflux-impaired pdr1/pdr3 knockout yeast; score 100 = 6 SD above DMSO; calls only at 12 µM; hit rate 0.02% among 300,000;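 active means lowest replicate activity score at least 50, where 100 means six control SD above control mean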;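 further: yeast exposed to compound for 9 h at 30 °C; higher score means more reporter readthrough which indicates perturbed polyadenylation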
GSK3B inh: inhibitors of human GSK3beta kinase | P49841 | GST-GSK3beta kinase, ADP-Glo luminescence, 60 min; stronger effect = lower value | activity score (negative = inhibition), % at 10 µM | hit rate 0.038% among 300,000;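 active means more than half of replicate wells score below -50%, meaning over 50% inhibition versus plate controls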;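 further: 0% = median DMSO wells and -100% = median GW8510 positive control wells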
Target sequence (P49841 whole entry, looked up): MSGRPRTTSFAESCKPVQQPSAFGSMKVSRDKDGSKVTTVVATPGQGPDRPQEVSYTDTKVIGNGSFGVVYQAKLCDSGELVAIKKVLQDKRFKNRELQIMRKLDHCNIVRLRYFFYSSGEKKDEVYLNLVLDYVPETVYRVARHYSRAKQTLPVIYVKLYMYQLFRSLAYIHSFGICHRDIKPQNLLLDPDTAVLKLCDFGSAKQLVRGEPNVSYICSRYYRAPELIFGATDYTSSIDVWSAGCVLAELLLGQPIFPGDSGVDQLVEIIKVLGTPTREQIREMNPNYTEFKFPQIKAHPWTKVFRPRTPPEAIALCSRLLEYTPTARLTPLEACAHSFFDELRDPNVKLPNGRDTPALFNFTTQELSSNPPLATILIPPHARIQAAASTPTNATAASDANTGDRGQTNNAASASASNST
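Test system: GST-fused GSK3beta enzyme, cell-free | Quantity: 1.6 ng GST-GSK3beta enzyme per well | Reagent: 25 µM ATP with peptide substrate | Schedule: 60 min enzyme reaction, room temperature | Signal: Luminescent ADP-Glo measurement of ADP formed | Read-out basis: Score relative to plate controls | Control set: DMSO and 20 µM GW8510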
HSF-1 act: increases HSF-1 driven luciferase reporter signal; activation, % at 9 µM; NIH3T3-HGL HSF-1 luciferase reporter, MG132, 8 h; 100% = twice DMSO control signal; hit rate 1.7% among 300,000;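 active means mean replicate activation of at least 50% with a set share of replicates each reaching 50%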;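 further: 0% = median of the neutral control wells and 100% = twice that signal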
HSF1 inh: HSF1 inhibition; activity change, negative = inhibition, % at 7.5 µM (by protocol); AID 2098; hit rate 0.77% among 300,000; NIH3T3-HGL HSE-luciferase, MG132-induced, luminescence 8 h; stronger effect = lower value;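 active means more than half of replicate wells show activity change below -50%, luminescence cut by over half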;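 further: luciferase reports HSF-1 transcriptional activity via heat shock element; 0% = median of DMSO wells and -100% = zero luminescence signal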
* hit, by the source's call; i = inactive; · = no result given. An excerpt. The share of hits here may be higher or lower than overall.

Structure	HSP90 inh	Dyrk1A ADPGlo	GSK3A inh	AI-2 QS modul	Platelet DG rel	HDAC3 inhib	PolyA inhibitor	GSK3B inh	HSF-1 act	HSF1 inh
CCOc1c(C)cnc2c1c(=O)n(Cc1ccccc1F)c(=O)n2C	6	1	·	6	-9	-6	i	-1	9	8
Nc1c(C(=O)N2CCOCC2)sc2nc(N3CCOCC3)c3c(c12)CCCC3	0	-3	1	16	-4	17	i	2	4	-1
CC1=NNC(=O)C1CC(=O)N/N=C/c1sccc1C (stereo not given)	-7	6	-17	7	-1	0	i	-2	-1	-1
COc1ccc(-c2cn[nH]c2N)cc1OC	-1	-3	2	2	-1	-11	i	-6	·	·
COC(=O)[C@@H](NC(=O)/C=C/c1ccc(OC)cc1)C(C)C	4	0	1	12	1	5	i	2	-14	2
COc1ccc(-n2ncc3c(NCc4ccc5c(c4)OCO5)ncnc32)cc1	-3	3	-1	31	4	-4	i	-3	30	13
CCC(C)(C)c1nnc(NC(=O)C2CCN(C(=O)c3ccco3)CC2)s1	2	-2	1	0	1	1	i	1	20	-4
COc1cccc(CNCc2ccccn2)c1OC	-2	1	-7	25	0	-2	i	0	12	-8
Nc1nonc1-n1nnc(C(=O)N/N=C/c2ccc(Cl)cc2Cl)c1CN1CCCCC1	1	4	-2	-5	0	-3	·	-1	-2	2
C=CCOc1ccc(CNC(C)(C)C)cc1OC	4	4	·	20	10	-4	i	3	-3	-12
Cc1ccc(C)c(NC(=S)NCC(c2cccnc2)N2CCOCC2)c1 (stereo not given)	3	-1	1	11	5	-9	i	2	-5	-6
COc1ccc(-c2nc(CCl)cs2)cc1OC	-1	-3	-1	22	0	-32	i	1	14	-4
CCn1cc(C(=O)O)c(=O)c2cnc(N3CCN(C(=S)Nc4ccc(F)cc4)CC3)nc21	3	·	2	17	0	1	i	1	·	·
CC(C)(C)NC(=O)C1CCC(C)(C(=O)O)C1(C)C (stereo not given)	4	4	-2	13	-4	4	i	1	4	-6
O=C(COc1ccc(Cl)cc1)Nc1ncc([N+](=O)[O-])s1	8	-5	·	16	-4	·	i	-1	78*	45
COc1ccc(S(=O)(=O)NC2CC(C)(C)NC(C)(C)C2)cc1C(C)C	-4	-7	-2	16	-2	0	i	-7	-2	-1
Cc1cc(C)n2c(Nc3ccc4c(c3)OCCO4)c(-c3ccc(C)o3)nc2n1	-1	0	0	18	19	-7	i	2	33	19
COc1ccc(Cl)cc1NC(=O)CN(C)C(=O)c1ccc2c(c1)OCCO2	·	6	0	9	-2	0	i	2	-1	-3
COc1cc2c(cc1NC(=O)COC(=O)/C=C/c1ccc([N+](=O)[O-])cc1)oc1ccccc12	-3	4	-3	16	-3	2	i	0	2	2
COc1cccc(Nc2nnc(SCC(=O)N(CC(C)C)CC(C)C)s2)c1	-2	0	2	52	-23	8	i	0	27	15
Cc1ccc(CN2CCN(CC(=O)NCCCN3CCN(c4ccc(F)cc4)CC3)C2=O)cc1	6	6	5	·	-11	-2	i	·	-7	-1
Cc1cc(/C=C2\C(=N)N3N=C(C(C)C)SC3=NC2=O)c(C)n1-c1ccccc1	-2	-2	-1	17	3	4	i	-5	4	2
Cc1cc(C)nc(NC(=O)c2cccc(Cl)c2)n1	-1	5	0	-7	-10	-4	i	0	7	-5
Cc1ccccc1CCN(C(=O)c1csnn1)C(C(=O)NC1CCCC1)c1ccncc1 (stereo not given)	-1	0	-1	2	6	6	i	3	9	18
CCCCC#Cc1ccccc1CC(=O)Nc1ccccc1	-4	-14	-5	9	1	10	i	1	2	5
CC(C1CCN(Cc2nc(C3CC3)no2)CC1)N1CCOCC1 (stereo not given)	6	10	-2	-2	1	-4	i	-5	-6	1
COCCNC(=O)/C(C#N)=C\c1ccc(CNC(=O)C(=O)Nc2ccc(C)c(C)c2)o1	0	4	-2	33	6	-1	i	-4	-1	-2
CC(C(=O)NC(c1ccccc1)c1ccccc1)N1CCOCC1 (stereo not given)	-2	-3	-2	33	-2	-1	i	0	3	-4
COc1cccc(N(CC(=O)Nc2cccc(N(C)S(C)(=O)=O)c2)S(C)(=O)=O)c1	-3	0	1	14	-1	10	i	1	12	8
CC(Sc1ncnc2ccccc12)C(=O)Nc1ccc2c(c1)OCO2 (stereo not given)	3	-38	-4	4	-1	-3	i	0	0	6
COc1ccc(OC)c(C2=NOC(C(=O)NCc3ccco3)C2)c1 (stereo not given)	-2	-1	-3	39	3	-1	i	0	-7	0
O=C(Nc1ccc(OCC(=O)N2CCOCC2)cc1)Nc1cccc(Cl)c1	3	10	-2	3	-3	-5	i	1	8	0
CN1C(=O)NC(NC(=O)c2ccncc2)(C(F)(F)F)C1=O (stereo not given)	2	-1	·	4	4	-3	i	2	-27	-13
CCc1c(O)nc(SCC(=O)Nc2ccccc2OC)[nH]c1=O	3	-1	-3	28	-2	-1	i	-1	-7	1
O=C1Cc2ccccc2C(=O)N1c1ccc(F)cc1Cl	-2	-2	0	10	-2	1	i	-6	4	-12
COc1ccc(S(=O)(=O)N2c3ccccc3OCC2C(C)(C)C)cc1 (stereo not given)	4	3	-1	32	1	9	i	-1	5	-5
OCCN1CCN(c2nnc(-c3ccccc3)c3ccccc23)CC1	0	13	-2	6	-10	-2	i	1	6	-4
Cc1ccc(O)c(C(=O)c2cnn(-c3ccc(S(=O)(=O)N4CCOCC4)cc3[N+](=O)[O-])c2)c1	-2	-3	2	6	2	-7	i	-4	-2	-1
Cc1ccc(OCC(=O)NCCCNC(=O)c2ccccn2)cc1C	-1	3	0	11	5	7	i	3	4	-1
Cc1cc(C)cc(NC(=O)C(OC(=O)c2cccs2)c2ccccc2)c1 (stereo not given)	-4	-2	-1	12	15	3	i	1	15	5
CCc1cccc(C)c1NS(=O)(=O)c1cc(Br)cnc1N	0	-2	-13	14	2	-2	i	-1	1	-1
O=C1Cn2c(nc3ccccc32)-c2ccccc2N1	9	11	15	24	-6	·	i	-9	·	·
Cc1ccc(/C=C/C(=O)OCn2nnc3ccccc3c2=O)o1	6	-9	1	-16	-1	5	i	1	-15	-6
CCOc1ccccc1NC(=O)c1cc(SC)ccc1Cl	2	-1	0	16	-3	-1	i	0	·	·
CCC1(c2cccc(Cl)c2)NC(=O)N(Cc2cc(C(=O)OC)c(C)o2)C1=O (stereo not given)	0	1	·	12	5	1	i	1	3	-2
CCOc1ccc(S(=O)(=O)NCc2ccc(Cl)cc2)c2cccnc12	3	-1	-4	17	-3	-17	i	2	-10	7
O=C(CCC(=O)N1CCN(c2ccc(F)cc2)CC1)N1CCN(c2ccc(F)cc2)CC1	-3	-4	-1	11	9	3	·	3	0	-1
COc1ccc(CNC(=O)COC(=O)/C=C/c2cccc(Br)c2)cc1OC	1	-2	-2	17	3	-4	i	6	-21	-2
CC1CC(C)(C)CC2(C1)NC(=O)N(CC(=O)N(Cc1ccccc1)c1ccccc1)C2=O (stereo not given)	·	-5	1	10	-2	3	i	-2	39	17
CCCNC(=O)c1ccccc1NC(=O)CN(c1ccccc1)S(=O)(=O)N(C)C	-2	3	0	2	1	5	i	2	8	4
CCN(CC)CC#CC(OC)(c1ccccc1)c1ccccc1	-3	9	0	11	1	-1	i	-2	0	11
CCCc1cc(-n2ccnc2C)n2c(nc3ccccc32)c1C#N	·	-5	9	0	-5	-30	i	1	17	7
COC(=O)c1sc(N)c(C(=O)OC)c1COC(=O)CNS(=O)(=O)c1cccc(C#N)c1	1	-2	-1	12	10	2	i	1	-3	-11
O=C(CCC1CCCN(Cc2ccc3c(c2)OCCO3)C1)NCc1ccc(F)c(F)c1 (stereo not given)	-3	-1	-3	3	3	-1	i	1	-4	10
CS(=O)(=O)N(CC(=O)NC1CCCC1)c1ccc(Oc2ccccc2)cc1	-2	-3	8	-5	-1	1	i	2	45	17
CC(NC(=O)COC(=O)Cc1ccsc1)c1ccccc1 (stereo not given)	2	0	-1	46	-2	0	i	0	9	-3
CCOC(=O)C1CCN(CC(O)COc2ccc(C(C)(C)C)cc2)CC1 (stereo not given)	0	1	-1	-2	-17	12	i	2	6	-5
Cc1ccc(C(=O)NCCC2=CCCCC2)cc1S(=O)(=O)N1CCOCC1	·	6	-2	12	7	·	i	-1	14	8
CCCCc1ccc(NC(=O)CSCc2cc(=O)[nH][nH]2)cc1	3	-9	0	-18	0	4	i	4	12	12
O=C(c1c[nH]c(C(=O)C(Cl)(Cl)Cl)c1)c1ccccc1Cl	5	2	0	28	-2	-3	i	6	4	-4
CO/N=C/c1cccn1-c1nccc(N(C)C)c1C#N	6	-3	2	11	3	-3	i	1	10	-8
O=C(NCC1CCCN(Cc2ccc3nonc3c2)C1)c1ccc(F)cc1 (stereo not given)	-11	12	0	16	11	-7	i	3	-38	-15
